Source: PubChem
TcdB inh = blocks C. difficile toxin B glycohydrolase activity | 350,000 tested, 0.24% active | inhibition, % at 9.99 µM | TcdB glycohydrolase enzymatic assay, plate reader | P18177; in the data active = inhibition above about 10%
* hit, by the source's call.

SMILES	TcdB inh
O=C(c1ccc(F)cc1)N1CC(=O)N2[C@H](CO)[C@H](c3ccc(C#CCC4CCCC4)cc3)[C@@H]2C1	-0.3
OC[C@H]1[C@H](c2ccc(C#CC3(O)CCCC3)cc2)[C@@H]2CN(Cc3ccncc3)CCCCN12	0.5
CCCC#Cc1cnc2c(c1)C(=O)N([C@H](C)CO)C[C@H](C)[C@@H](CN(C)C(=O)Nc1ccc(OC)cc1)O2	-0.3
CC(C)C#Cc1cnc2c(c1)C(=O)N([C@H](C)CO)C[C@@H](C)[C@H](CN(C)Cc1cccc(F)c1)O2	0.5
O=C(NC1CCCC1)N1CC(=O)N2[C@H](C1)[C@@H](c1ccc(-c3cccnc3)cc1)[C@@H]2CO	-2.3
CN1C[C@@H]2[C@H](c3ccccc31)[C@@H](CO)N2Cc1ccccc1F	-15
Cc1noc(C)c1S(=O)(=O)N(C)C[C@@H]1OCCCC[C@@H](C)Oc2ccc(NC(=O)c3ccccc3)cc2C(=O)N([C@H](C)CO)C[C@H]1C	0.4
O=C(NCCN1CCCC1)[C@H]1N[C@H]2c3ccc(C4=CCCCC4)c(=O)n3C[C@H]2[C@@H]1CO	0.2
C[C@H](CO)N1C[C@H](C)[C@@H](CN(C)Cc2ccc(C(=O)O)cc2)OCCCC[C@H](C)Oc2ccc(NC(=O)Cc3ccccc3)cc2C1=O	1.3
COCC(=O)Nc1ccc2c(c1)[C@@H]1C[C@H](CC(=O)N(C)C)O[C@@H](CO)[C@@H]1O2	-0.3
CCCNC(=O)Nc1ccc2c(c1)OC[C@@H](C)N(C(=O)CC)C[C@H](C)[C@@H](OC)CN(C)C2=O	-1.7
Cc1ccc(S(=O)(=O)Nc2ccc3c(c2)CC(=O)N([C@@H](C)CO)C[C@H](C)[C@@H](CN(C)CC2CC2)O3)cc1	0.1
C[C@@H]1CN([C@H](C)CO)S(=O)(=O)c2ccc(-c3ccccc3F)cc2O[C@H]1CN(C)Cc1cccnc1	-8.0
CC(C)NC(=O)N1CC2(C1)[C@@H](c1ccccc1)[C@H](CO)N2C(=O)C1CCC1	0.7
C[C@@H]1CN([C@H](C)CO)S(=O)(=O)c2ccc(-c3cccc(C(=O)N(C)C)c3)cc2O[C@@H]1CN(C)C(=O)Nc1ccc(F)cc1	0.9
CN1c2ccc(C#Cc3cccnc3)cc2[C@H]2[C@H](CCN2C(=O)C2CCOCC2)[C@@H]1CO	0.6
CC(C)NC(=O)N(C)C[C@@H]1Oc2ccc(NC(=O)Cc3cn(C)c4ccccc34)cc2CC(=O)N([C@@H](C)CO)C[C@H]1C	0.3
CN1CCN(C(=O)C[C@@H]2C=C[C@@H](NC(=O)Cc3ccccn3)[C@H](CO)O2)CC1	-0.9
CC(C)(O)C#Cc1ccc([C@@H]2[C@@H](CO)N3CCCCN(C(=O)c4ccc(F)cc4)C[C@@H]23)cc1	-5.9
CO[C@@H]1CN(C)C(=O)c2cc(NC(=O)Nc3c(C)noc3C)ccc2OC[C@@H](C)N(CCC(F)(F)F)C[C@@H]1C	-0.6
CCC(=O)N[C@H]1C=C[C@H](CC(=O)NCCN2CCCCC2)O[C@@H]1CO	-0.4
O=C(C1CCCC1)N1CC(=O)N2[C@H](CO)[C@@H](c3ccc(Br)cc3)[C@H]2C1	-0.9
CC(=O)N1CC2(C1)[C@H](c1ccccc1)[C@@H](CO)N2CC1CCOCC1	-0.3
CCCC(=O)Nc1ccc2c(c1)OC[C@@H](C)N(Cc1ccc(-c3ccccn3)cc1)C[C@@H](C)[C@H](OC)CN(C)C2=O	-0.7
Cc1ccc(S(=O)(=O)Nc2cccc3c2O[C@@H](CN(C)S(=O)(=O)c2cccs2)[C@@H](C)CN([C@H](C)CO)C3=O)cc1	-1.1
O=C(C[C@H]1CC[C@@H]2[C@H](COC[C@@H](O)CN2Cc2cccc(C(F)(F)F)c2)O1)NCCc1ccccc1	-6.4
CNC[C@H]1Oc2ncc(C#CC3CCCCC3)cc2C(=O)N([C@@H](C)CO)C[C@H]1C	0.4
C[C@@H]1CN([C@H](C)CO)C(=O)c2cc(-c3ccc(F)cc3)cnc2O[C@@H]1CN(C)Cc1cncnc1	-2.1
Cc1ccc(S(=O)(=O)Nc2ccc3c(c2)C(=O)N([C@H](C)CO)C[C@H](C)[C@H](CN(C)S(=O)(=O)c2cn(C)cn2)OCCCC[C@H](C)O3)cc1	-1.2
COCC(=O)Nc1ccc2c(c1)C(=O)N(C)C[C@@H](OC)[C@@H](C)CN(CCC(F)(F)F)[C@H](C)CO2	-2.0

Taken from above.
Under TcdB inh, OC[C@H]1[C@H](c2ccc(C#CC3(O)CCCC3)cc2)[C@@H]2CN(Cc3ccncc3)CCCCN12 has the entry 0.5
Under TcdB inh, O=C(NCCN1CCCC1)[C@H]1N[C@H]2c3ccc(C4=CCCCC4)c(=O)n3C[C@H]2[C@@H]1CO has the entry 0.2

Following part:
SMILES	TcdB inh
C[C@H]1CN([C@@H](C)CO)C(=O)c2cccc(N(C)C)c2O[C@H]1CN(C)Cc1ccc(C(=O)O)cc1	-3.6
C[C@H](CO)N1C[C@H](C)[C@H](CN(C)S(C)(=O)=O)Oc2ccc(NC(=O)CCCCCC(=O)Nc3ccccc3N)cc2CC1=O	0.3
Cc1ccc(S(=O)(=O)N(C)C[C@@H]2Oc3ccc(NS(=O)(=O)c4cccs4)cc3CC(=O)N([C@H](C)CO)C[C@@H]2C)cc1	0.5
COc1cccc(S(=O)(=O)N[C@H]2C=C[C@@H](CC(=O)NCc3ccccc3)O[C@H]2CO)c1	0.0
CN1C(=O)c2cc(NC(=O)NCc3ccccc3)ccc2OC[C@@H]2O[C@@H](CC(=O)NCC3CCCCC3)CC[C@H]21	-2.2
COC(=O)C(CC#Cc1ccc2c(c1)[C@]1(C(=O)N2)[C@H](c2ccc(O)cc2)N2[C@H](c3ccccc3)[C@H](c3ccccc3)OC(=O)[C@H]2[C@@H]1C(=O)N1CCCCCCC1)C(=O)OC	-1.7
CN(C)CCCNC(=O)C[C@@H]1C=C[C@H](NS(=O)(=O)c2ccc(F)cc2)[C@@H](CO)O1	-0.7
C[C@H](CO)N1C[C@H](C)[C@H](CN(C)Cc2ccc3c(c2)OCO3)Oc2c(NC(=O)NC3CCCCC3)cccc2C1=O	-1.3
CN1c2ccc(Br)cc2[C@@H]2[C@@H](CCN2C(=O)C2CCCCC2)[C@@H]1CO	6.0
COC(=O)[C@H]1[C@H](CO)[C@H]2Cn3c(ccc(C4=CCCC4)c3=O)[C@@H]1N2Cc1ccccn1	-2.5
C[C@@H]1CN([C@@H](C)CO)S(=O)(=O)c2ccc(C#CCN(C)C)cc2O[C@@H]1CN(C)C(=O)C1CCCCC1	-0.2
COc1ccc2c3c([nH]c2c1)[C@H](CO)N(S(C)(=O)=O)CC31CCN(C(=O)Cc2cccnc2)CC1	0.0
COc1ccc(-c2ccc3c(c2)[C@H]2[C@H](CCN2C(=O)NC2CCCC2)[C@H](CO)N3C)cc1	1.9
C[C@@H]1CN([C@H](C)CO)C(=O)Cc2cc(NC(=O)CCC(F)(F)F)ccc2O[C@H]1CN(C)S(=O)(=O)c1ccccc1	0.3
CC(C)NC(=O)N(C)C[C@H]1Oc2ccc(NC(=O)CCC(F)(F)F)cc2C(=O)N([C@@H](C)CO)C[C@H]1C	0.0
Cc1noc(C)c1S(=O)(=O)Nc1ccc2c(c1)C(=O)N([C@@H](C)CO)C[C@@H](C)[C@H](CN(C)S(=O)(=O)c1ccc(F)cc1)OCCCC[C@@H](C)O2	-8.5
CCCC(=O)N1CCC2(CC1)CN(C(=O)COC)[C@@H](CO)c1c2c2ccc(OC)cc2n1C	0.4
C[C@H](CO)N1C[C@H](C)[C@H](CN(C)Cc2ccc(C(=O)Nc3ccccc3N)cc2)Oc2c(NC(=O)Nc3ccc(C(F)(F)F)cc3)cccc2C1=O	-1.2
C[C@@H]1CN([C@@H](C)CO)C(=O)c2cc(NC(=O)c3ccncc3)ccc2O[C@H]1CN(C)S(=O)(=O)c1cn(C)cn1	1.2
COc1ccc(NC(=O)Nc2ccc3c(c2)C(=O)N([C@H](C)CO)C[C@@H](C)[C@@H](CN(C)CC2CCCCC2)OCCCC[C@@H](C)O3)cc1	-3.3
C[C@H](CO)N1C[C@H](C)[C@H](CN(C)S(=O)(=O)c2ccccc2)OCCCC[C@H](C)Oc2ccc(NC(=O)Nc3ccc(F)cc3)cc2C1=O	0.7
C[C@@H]1CCCCO[C@H](CN(C)Cc2ccc3c(c2)OCO3)[C@@H](C)CN([C@H](C)CO)C(=O)c2cc(NC(=O)NC3CCCCC3)ccc2O1	0.7
COC(=O)CCCCCCC(=O)NOCc1ccccc1	-0.6
Cc1ccc(S(=O)(=O)N[C@H]2CC[C@H](CC(=O)NC3CCCCC3)O[C@@H]2CO)cc1	0.1
O=C(c1ccccc1F)N1CC[C@@H]2[C@@H](CO)Nc3ccc(-c4ccccc4)cc3[C@@H]21	1.1
CN(C)C(=O)c1ccc(-c2ccc3c(c2)[C@H]2[C@H](CCN2C(=O)C2CC2)[C@H](CO)N3C)cc1	-4.1
C[C@H](O)C#Cc1ccc2c(c1)O[C@H](CN(C)C(=O)CN(C)C)[C@H](C)CN([C@H](C)CO)S2(=O)=O	-0.3
Cc1ccc(S(=O)(=O)Nc2ccc3c(c2)C(=O)N([C@H](C)CO)C[C@H](C)[C@H](CN(C)C(=O)CCC(F)(F)F)OCCCC[C@H](C)O3)cc1	0.6
O=C(Nc1ccccc1)N[C@@H]1CC[C@H](CCNC(=O)c2ccccc2F)O[C@@H]1CO	0.9
CO[C@H]1CN(C)C(=O)c2ccc(NC(=O)Nc3ccccc3)cc2OC[C@@H](C)NC[C@@H]1C	1.0

Three compounds from above, ordered by heavy-atom count, rising.
SMILES	TcdB inh
Cc1ccc(S(=O)(=O)N[C@H]2CC[C@H](CC(=O)NC3CCCCC3)O[C@@H]2CO)cc1	0.1
CN(C)C(=O)c1ccc(-c2ccc3c(c2)[C@H]2[C@H](CCN2C(=O)C2CC2)[C@H](CO)N3C)cc1	-4.1
C[C@H](CO)N1C[C@H](C)[C@H](CN(C)S(=O)(=O)c2ccccc2)OCCCC[C@H](C)Oc2ccc(NC(=O)Nc3ccc(F)cc3)cc2C1=O	0.7

Shown in markdown: part of the list above.
| molecule | TcdB inh |
| --- | --- |
| CC(C)C#Cc1cnc2c(c1)C(=O)N([C@H](C)CO)C[C@@H](C)[C@H](CN(C)Cc1cccc(F)c1)O2 | 0.5 |
| O=C(NC1CCCC1)N1CC(=O)N2[C@H](C1)[C@@H](c1ccc(-c3cccnc3)cc1)[C@@H]2CO | -2.3 |

Returning to the listing with the 4 entries that preceded the break.
SMILES	TcdB inh
C[C@H](O)C#Cc1ccc2c(c1)O[C@H](CN(C)C(=O)CN(C)C)[C@H](C)CN([C@H](C)CO)S2(=O)=O	-0.3
Cc1ccc(S(=O)(=O)Nc2ccc3c(c2)C(=O)N([C@H](C)CO)C[C@H](C)[C@H](CN(C)C(=O)CCC(F)(F)F)OCCCC[C@H](C)O3)cc1	0.6
O=C(Nc1ccccc1)N[C@@H]1CC[C@H](CCNC(=O)c2ccccc2F)O[C@@H]1CO	0.9
CO[C@H]1CN(C)C(=O)c2ccc(NC(=O)Nc3ccccc3)cc2OC[C@@H](C)NC[C@@H]1C	1.0
O=C(Nc1cccc(F)c1)N[C@@H]1CC[C@H](CCNS(=O)(=O)c2cccc(Cl)c2)O[C@@H]1CO	0.5
CO[C@H](CN(C)Cc1cc(F)ccc1F)[C@@H](C)CN([C@H](C)CO)S(=O)(=O)c1ccc(F)cc1	-0.5
O=C(NC[C@@H]1CC[C@H]2[C@H](CN2C(=O)C2CCOCC2)O1)c1cccnc1	-0.4
C[C@H]1CN([C@@H](C)CO)C(=O)Cc2cc(NC(=O)NC3CCCCC3)ccc2O[C@H]1CN(C)S(C)(=O)=O	1.0
COCC(=O)N(C)C[C@@H]1Oc2ncc(/C=C/c3ccccc3)cc2C(=O)N([C@@H](C)CO)C[C@H]1C	-4.4
COc1ccc(-c2cn(CC[C@H]3CC[C@H](NC(=O)NC(C)C)[C@@H](CO)O3)nn2)cc1	1.2
CNC[C@H]1Oc2c(NC(=O)c3ccc(-c4nccs4)cc3)cccc2C(=O)N([C@H](C)CO)C[C@@H]1C	-0.7
CO[C@H]1CN(C)C(=O)c2ccc(NC(=O)Nc3ccc(Cl)cc3)cc2OC[C@H](C)N(C(=O)Nc2c(C)noc2C)C[C@H]1C	1.1
COc1ccccc1-c1cnc2c(c1)C(=O)N([C@@H](C)CO)C[C@H](C)[C@@H](CN(C)Cc1cncnc1)O2	-8.1
O=C(C[C@@H]1CC[C@@H]2[C@H](COC[C@H](O)CN2C(=O)Nc2ccccc2)O1)NCCc1ccncc1	0.2
Cc1noc(C)c1S(=O)(=O)Nc1ccc2c(c1)C(=O)N([C@@H](C)CO)C[C@@H](C)[C@@H](CN(C)C(=O)Nc1cccc3ccccc13)OCCCC[C@@H](C)O2	0.1
C[C@@H]1CN([C@H](C)CO)C(=O)c2cc(C#CCN(C)C)cnc2O[C@@H]1CN(C)Cc1ccc(-c2ccccc2)cc1	1.5
C[C@H](CO)N1C[C@H](C)[C@@H](CN(C)Cc2ccc(Oc3ccccc3)cc2)Oc2ccc(NC(=O)CCN3CCOCC3)cc2CC1=O	-1.3
C[C@@H]1CN([C@@H](C)CO)C(=O)c2cc(NC(=O)Nc3ccc(C(F)(F)F)cc3)ccc2O[C@@H]1CN(C)C(=O)Nc1ccc(F)cc1	2.1
CCC(=O)N1[C@H](CO)[C@H]2c3ccccc3N(S(=O)(=O)c3ccccc3)C[C@H]21	0.9
COc1ccc(C(=O)Nc2ccc3c(c2)C(=O)N(C)C[C@H](OC)[C@H](C)CN(C(C)=O)[C@H](C)CO3)cc1	-1.4
C/C=C/c1ccc([C@H]2[C@@H](CO)N(C(C)=O)[C@@H]2CN(CCOC)C(C)=O)cc1	-2.2
CCC(=O)Nc1ccc2c(c1)C(=O)N(C)C[C@H](OC)[C@H](C)CN(Cc1ccccc1)[C@H](C)CO2	-0.6
O=C(C[C@H]1CC[C@@H](NC(=O)Cc2cccnc2)[C@@H](CO)O1)Nc1ccc(-c2ccccc2)cc1	1.3
Cc1ccc(S(=O)(=O)N[C@H]2C=C[C@H](CC(=O)N3CCc4ccccc4C3)O[C@@H]2CO)cc1	1.2
COc1ccccc1NC(=O)N(C)C[C@@H]1Oc2cc(Br)ccc2S(=O)(=O)N([C@@H](C)CO)C[C@H]1C	2.2
COc1ccc(S(=O)(=O)N(C)C[C@H]2Oc3c(NS(=O)(=O)c4cccs4)cccc3C(=O)N([C@@H](C)CO)C[C@@H]2C)cc1	-0.9

A portion of the library (hit frequency here may not be typical).
